# RTF Ca sens act = cardiac RTF calcium sensitization | IANBD-labeled TnC RTF fluorescence at EC20 calcium; 0% EC20 calcium, 100% full calcium | activation, % at 7.2 µM | actives 0.24% (n = 340,000);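 active = activation above the mean over all tested compounds plus 3 SD, cut at about 30% in these data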;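 also: rise in fluorescence read as greater calcium sensitivity of cardiac thin filaments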
# SUMO Mot1 rescue = blocks SUMOylation pathway, rescuing yeast Mot1-301 growth | S. cerevisiae Mot1-301 growth rescue, ATP luminescence, 38.5C; percent above DMSO median, 100 means doubled | growth rescue, % at 18.8 µM | actives 1% (n = 320,000) | AID 2716;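 active = every valid replicate shows activation above 250% relative to neutral control wells; inactive = the rest, any valid replicate at or below 250%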;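 also: OY570 slx delta 5 strain wells were the positive control but not used for scaling; some compounds called inactive have numbers as strong as hits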
# C-LANA FP = KSHV C-LANA DNA binding inhibition | MBP-C-LANA/FAM-LBS DNA binding, fluorescence polarization | inhibition, % at 9 µM | actives 0.078% (n = 340,000);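 active = highest replicate inhibition at or above 60% at 9 µM, even if other replicates fall short; inactive = all replicates below 60% inhibition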;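 also: 0% = neutral control wells and 100% = 4 µM acridine orange control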
# dFosB activator = enhances mouse delta FosB homodimer DNA binding; activation, % at 25 µM; AID 493131; purified delta FosB, TAMRA-CDK5 oligo fluorescence polarization; percent of positive-control signal above neutral wells; actives 0.99% (n = 340,000); P13346;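 active = mean activation above about 17%, with every replicate also reaching it, limit read from the data, passing the limit was not always enough; inconclusive = only one of the two conditions met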;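 also: fluorescence polarization rise as delta FosB binds a TAMRA Cdk5 AP-1 oligo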
# Cardiac RTF inh = cardiac RTF calcium desensitization | inhibition, % at 7.15 µM | actives 0.12% (n = 340,000) | IANBD-labeled cardiac RTF, Ca2+ fluorescence | P19429+P45379 | AID 493244;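 active = inhibition above the mean inhibition of all tested compounds plus 3 SD, cut at about 17% in these data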;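 also: assay run at fixed EC70 calcium of 1.6 mM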
# CDK5 inh = blocks human CDK5/p35 kinase activity; Q00535+Q15078; Recombinant CDK5/p35, ADP-Glo luminescence, 60 min; inhibition, % at 10 µM; actives 0.01% (n = 330,000); AID 488839;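 active = highest replicate inhibition of at least 50% and at least 75% of replicates reaching 50%; inconclusive = only one of the two criteria met; inactive = both criteria failed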;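 also: plate controls were DMSO neutral control for no effect and GW8510 at 10 µM for full effect; many of its hits are not listed in these tables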
# Target sequence (Q00535 whole entry, looked up): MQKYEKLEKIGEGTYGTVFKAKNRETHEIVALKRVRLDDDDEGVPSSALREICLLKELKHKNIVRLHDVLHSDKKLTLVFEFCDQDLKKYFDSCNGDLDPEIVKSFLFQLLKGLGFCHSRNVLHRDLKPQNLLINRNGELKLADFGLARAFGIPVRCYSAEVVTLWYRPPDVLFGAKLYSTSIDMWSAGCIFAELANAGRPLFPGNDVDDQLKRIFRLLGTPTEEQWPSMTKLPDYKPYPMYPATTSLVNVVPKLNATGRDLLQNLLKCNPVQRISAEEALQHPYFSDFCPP
# Target sequence (Q15078 whole entry, looked up): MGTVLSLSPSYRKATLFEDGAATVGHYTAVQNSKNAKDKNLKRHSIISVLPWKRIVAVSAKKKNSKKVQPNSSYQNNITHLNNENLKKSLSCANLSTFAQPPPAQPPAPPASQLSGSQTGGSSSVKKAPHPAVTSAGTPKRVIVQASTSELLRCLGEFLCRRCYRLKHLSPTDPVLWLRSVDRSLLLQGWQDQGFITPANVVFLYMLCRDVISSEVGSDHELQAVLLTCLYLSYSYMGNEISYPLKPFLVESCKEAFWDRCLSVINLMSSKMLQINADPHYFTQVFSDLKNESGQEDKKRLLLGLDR
# Rtt109 HAT inh = inhibitors of Candida albicans Rtt109/Vps75 histone acetyltransferase. Q5AAJ8. purified Rtt109/Vps75, ThioGlo CoA-SH fluorescence, 4 h. inhibition, % at 34.9 µM. actives 0.16% (n = 330,000). AID 540336;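 active = inhibition of at least 50% in every replicate; inconclusive = best replicate reaches 50% inhibition but some replicates fall short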
# Target sequence (Q5AAJ8 whole entry, looked up): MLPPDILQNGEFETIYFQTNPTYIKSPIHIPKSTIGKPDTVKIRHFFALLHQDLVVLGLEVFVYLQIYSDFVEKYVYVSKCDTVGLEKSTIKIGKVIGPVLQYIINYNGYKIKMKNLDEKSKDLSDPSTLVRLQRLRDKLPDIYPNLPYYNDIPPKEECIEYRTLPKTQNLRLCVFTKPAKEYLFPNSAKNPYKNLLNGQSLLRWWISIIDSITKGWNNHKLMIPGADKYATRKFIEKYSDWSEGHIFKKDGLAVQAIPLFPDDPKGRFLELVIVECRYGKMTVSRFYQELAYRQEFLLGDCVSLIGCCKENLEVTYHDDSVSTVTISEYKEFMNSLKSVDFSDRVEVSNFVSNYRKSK
# PvdQ acylase = P. aeruginosa PvdQ acylase inhibition. purified PvdQ acylase, fluorescence plate reader. inhibition, % at 10 µM. actives 0.063% (n = 340,000); in the data active = inhibition above about 30%, passing the limit was not always enough; inconclusive = no clear call, values can overlap the other calls;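 also: 0% = vehicle neutral wells and 100% = reference inhibitor wells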
# PfHsp90 set2 = reduces growth (ATP signal) of yeast expressing P. falciparum Hsp90; S. cerevisiae expressing PfHsp90, BacTiter-Glo ATP, 48 h; yeast lacking PDR1 and PDR3 efflux regulators; inhibition, % at 9.4 µM; actives 0.32% (n = 310,000); AID 504621;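 active = every replicate shows inhibition above about 80%, whatever the replicate mean, limit read from the data; inconclusive = mean inhibition reaches the set limit but some replicate falls short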;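 also: 0% = DMSO neutral controls and 100% = 20 µM radicicol positive controls; yeast relying on Plasmodium falciparum Hsp90 in place of its own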
# Keap1 Nrf2 FP = Keap1-Nrf2 (human) interaction inhibition; Q14145; Keap1 Kelch-Nrf2 peptide fluorescence polarization, 1536-well; inhibition, % at 9.4 µM; actives 0.15% (n = 340,000); in the data active = inhibition above about 12%; inconclusive = no clear call, values can overlap the other calls; inactive = below about 7.3%;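 also: human Keap1 Kelch domain with fluorescein labeled Nrf2 9mer peptide probe; 0% = neutral control wells and 100% = peptide positive control; higher means more block of Keap1 binding to Nrf2 peptide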
# NSD2 HMT inh = inhibitors of human histone methyltransferase NSD2; actives 0.54% (n = 310,000); O96028; NSD2 peptide methylation, AlphaScreen, 120 min; inhibition, % at 12.5 µM; in the data active = inhibition above about 50%
# Active calls of the source: *; u = inconclusive; x = not tested or not shown.
SMILES,RTF Ca sens act,SUMO Mot1 rescue,C-LANA FP,dFosB activator,Cardiac RTF inh,CDK5 inh,Rtt109 HAT inh,PvdQ acylase,PfHsp90 set2,Keap1 Nrf2 FP,NSD2 HMT inh
COc1ccc(OC)c(NC(=O)Nc2ccc3c(c2)OCO3)c1,-2,-1,-0.6,-8,-3,0.5,0,9,-7,2,6
Cc1ccc2c(c1)nnn2C1CCN(S(=O)(=O)c2ccc(C(=O)N(C)C)cc2)CC1,3,2,0.3,-5,-10,1.4,5,-5,x,-1,1
Cc1ccc(C)c(NC(=O)CN(C)C(=O)c2ccc(-n3cncn3)c([N+](=O)[O-])c2)c1,-2,15,x,6,0,2.5,x,-18,-8,x,-1
Cc1ccc(CNC(=O)[C@@H]2CCC(=O)N2Cc2ccco2)cc1,2,x,0.3,-7,1,0.5,12,6,8,2,-2
COc1cc(C(=O)NCCOc2ccccc2)c(Br)c(OC)c1OC,0,-1,-0.2,-9,-5,-0.2,-2,-13,-1,-1,-2
CC(C)(C)NC(=O)CN(Cc1cccs1)C(=O)CNS(=O)(=O)c1ccc(F)cc1,0,109,-1.6,0,2,0.7,0,-1,-39,0,2
CCOC(=O)CSc1nc2cc(C(F)(F)F)cnc2n1C,-3,-15,-0.8,-4,-3,-0.1,-10,-11,-30,2,-6
CN(Cc1cc(-c2ccccc2)on1)C(=O)c1cc(COc2c(F)cccc2F)on1,0,-6,-0.4,-7,2,1.5,-15,-12,-41,0,0
COc1ccc(-c2nc(-c3ccccn3)nc(N3CCN(C)CC3)c2C#N)cc1,1,42,-1.0,-14,6,-1.1,6,-18,-20,-3,-1
Cc1n[nH]c(C)c1CCc1nc2c3ccccc3nc(SCC(=O)Nc3ccccc3F)n2n1,-1,-25,0.7,57*,-6,0.4,-6,-2,-26,5,-1
CC(C)(C)c1nc2ccc([N+](=O)[O-])cc2[nH]1,9,-5,-0.7,1,-7,-0.5,1,-17,-1,-5,-1
O=C(Nc1ccc(N2CCN(C(=O)C3CC3)CC2)cc1)c1cccs1,-2,-6,-1.7,-1,-8,-1.2,x,-5,4,2,0
O=C(Nc1cc(C(F)(F)F)ccc1N1CCOCC1)C1=NN(c2ccccc2)C(=O)CC1,1,-8,1.8,-4,-15,x,-2,-4,6,3,-8
CCn1c2ccccc2c2nnc(SCC(=O)c3c(N)n(C)c(=O)n(C)c3=O)nc21,1,-18,-1.2,-6,7,0.8,4,-4,6,0,-3
CC1C(=O)Nc2ccc(S(=O)(=O)N3CCc4ccccc4C3)cc2NC1=O (centres undefined),0,-6,-0.9,-10,-4,-3.1,-3,-16,5,0,1
CCOc1ccc(Cl)cc1S(=O)(=O)n1cnc2ccccc21,15,565,0.8,1,-2,-1.2,-2,-14,26,5,-11
CC(=O)Nc1ccc(S(=O)(=O)CCC(=O)O)cc1,-1,-16,0.4,5,-7,1.6,3,4,18,-2,-3
COc1ccc(Cc2nnc(NCCO)[nH]c2=O)cc1OC,-2,1,-1.6,-1,5,-1.0,-11,1,9,0,-2
CCOc1ccccc1NC(=O)c1ccccc1NS(C)(=O)=O,2,170,-0.9,0,1,-1.0,-4,-1,-18,-1,4
Cc1ccccc1C1c2[nH]c3ccccc3c2CCN1Cc1cccn1-c1ncccn1 (centres undefined),3,-8,-2.0,-5,-17,1.7,1,-11,-5,-7,-1
Cc1ccc(C)c(NC(=O)C(OC(=O)c2ccc(NC(=O)CC#N)cc2)c2ccccc2)c1 (centres undefined),-18,9,-4.4,6,-1,0.3,7,-11,19,-10,7
CSCCC(NC(=O)c1ccco1)C(=O)N1CCN(c2ccccc2O)CC1 (centres undefined),-2,1,-0.2,0,-9,-0.8,-8,-7,3,2,2
O=C(c1ccc(S(=O)(=O)NCc2ccco2)cc1)N1CCN(c2ccc(F)cc2)CC1,-3,-9,0.0,-9,-4,0.7,-8,0,x,-4,-2
Cc1ccccc1C(=O)N1CCN(S(=O)(=O)c2cccs2)CC1,1,259,-0.7,-3,-7,1.7,-2,5,-2,-3,-2
CCOc1ncccc1C(=O)OCC(=O)c1ccccc1Br,-4,-17,0.1,-4,-13,1.8,-2,-7,-59,-3,x
COC(=O)[C@@H](NC(=O)N1CCN(c2cccc(C(F)(F)F)c2)CC1)C(C)C,4,166,0.8,-3,0,0.9,-6,-11,-27,-6,-1
CCN(c1ccc(OC)cc1)S(=O)(=O)c1cc(-c2cc(C)no2)ccc1OC,1,-10,0.3,-11,-1,-0.3,1,-10,-19,0,-2
CCN(C(=O)COC(=O)c1cccnc1SC)C1CCS(=O)(=O)C1 (centres undefined),2,3,-0.2,1,-12,0.9,2,-11,23,0,-1
O=C(/C=C(\O)c1ccccc1)C(=O)NNC(=O)c1ccccc1,2,-3,-0.9,-9,-2,0.2,2,-5,0,0,13
Cc1ccc(OCCOC(=O)C2CCN(S(=O)(=O)c3ccc(C)c(C)c3)CC2)cc1,-9,-19,-0.3,-9,-1,-6.4,9,-11,-10,-4,30
Cc1ccc(C)c(NC(=O)CSc2nc3nc(-c4cccs4)cc(C(F)(F)F)c3c(=O)[nH]2)c1,5,-6,1.9,-15,-20,-1.3,-8,-5,-5,-4,18
CC1CCCCN1CCCNC(=O)c1ccc(N2CCCC2=O)cc1 (centres undefined),6,19,1.6,-2,-6,0.2,4,-1,-5,-3,x
CN(Cc1ccccc1F)C(=O)c1ccc(NS(=O)(=O)c2ccc3[nH]c(=O)[nH]c3c2)cc1,5,16,2.5,-7,-4,-0.3,18,0,4,-2,0
O=C(NC(=S)Nc1nc(-c2ccccc2)cs1)c1ccco1,-4,-8,2.7,-4,-11,0.4,-3,-19,-16,-4,0
COC(=O)c1ccccc1-c1ccc(C=O)o1,2,-5,2.0,-6,0,-2.5,9,10,-5,2,-1
Cc1cc(C)n(-c2cc(N3CCOCC3)ncn2)n1,-3,-4,0.4,9,-9,-1.2,-4,-3,9,-2,x
CC1(C)CC(=O)C(Sc2nnc(-c3ccc(O)cc3)n2CC2CCCO2)C(=O)C1 (centres undefined),-3,-1,1.1,-9,-9,-2.0,4,-9,3,1,-1
CCOc1ccccc1N1C(=O)CC(Sc2n[nH]c(-c3ccccc3)n2)C1=O (centres undefined),4,-12,-0.5,-2,-7,4.1,9,-12,19,-11,0
COc1ccc(-c2cnnc(N/N=C/c3ccc(-c4ccc([N+](=O)[O-])cc4)o3)n2)cc1,2,x,-2.3,-3,-6,-1.3,-8,-14,-5,2,0
O=C1NCCCN1Cc1ccc(F)cc1Cl,-5,x,-1.4,-4,5,0.6,-3,-4,-9,-3,-3
CC(=O)Nc1ccc(NC(=O)C(=O)c2cn(CC(=O)N3CCCCC3)c3ccccc23)cc1,0,x,3.1,u,1,-5.6,2,-11,10,-5,3
O=C(N/N=C\c1ccc(F)cc1)c1ccc(Cn2cc(Br)c([N+](=O)[O-])n2)o1,9,-8,-1.5,10,-2,-0.5,11,-4,-4,-2,-1
CC(=Nc1ccccc1)C1=C(O)C(Cc2ccc(O)cc2)NC1=O (centres undefined),-4,x,1.0,-6,-2,-1.3,-2,1,1,3,-2
CNS(=O)(=O)c1cc(OC)ccc1OC,3,-5,0.9,6,-14,-0.3,-3,1,6,-1,-1
CN(CC(=O)Nc1sccc1C#N)S(=O)(=O)c1ccc(F)cc1,2,x,3.7,-5,-4,-0.8,-2,11,x,-2,0
CCOc1cc(/C=C2\N=C(SC)SC2=O)cc([N+](=O)[O-])c1OC(C)=O,-12,-17,0.4,-8,-3,-0.8,0,-18,26,-5,x
CCc1nnc(NC(=O)CN2C(=O)NC3(CCCC3)C2=O)s1,-2,-4,0.3,-5,-3,0.0,5,-12,-4,0,-3
CN(C)CCCN(C(=O)C1COc2ccccc2O1)c1nc2cc3c(cc2s1)OCO3 (centres undefined),0,199,-2.2,1,3,-0.5,2,-16,-15,-2,-4
Cc1ccc(C2=NN(CCC(=O)NCCCN3CCOCC3)C(=O)CC2)cc1,-12,31,-0.3,-3,4,-0.7,-7,0,0,0,3
CC[C@]12c3[nH]c4cc(CCC(=O)N(C)C)ccc4c3CCN1C(=O)[C@@H](CC(=O)NCC13CC4CC(CC(C4)C1)C3)C[C@@H]2C(=O)N1CCN(C(=O)C2CC2)CC1,-5,x,-0.4,-14,-1,3.4,3,13,7,3,x
c1ccc(C[C@H]2CNCCN2CC2(c3ccccc3)CC2)cc1,3,-5,0.4,1,-3,0.1,-12,-5,-10,1,x
COC(=O)C(/C=N/OCc1ccc([N+](=O)[O-])cc1)NC(=O)c1ccccc1 (centres undefined),-1,7,-0.6,-5,-9,-0.3,-7,-10,-4,-1,0
COc1ccc(C2C3=C(CC(C)(C)CC3=O)Nc3c2c(=O)[nH]c(=O)n3Cc2ccccc2)cc1 (centres undefined),1,3,1.2,-2,-1,0.9,-17,-9,-12,2,7
O=C(NCc1ccccc1)C1CCN(S(=O)(=O)N2CCOCC2)CC1,8,0,1.3,-4,-8,-1.2,6,-12,17,-1,7
N#C/C(=C\c1ccc2c(c1)OCO2)C(=O)NCc1ccco1,-4,1,0.8,4,0,0.8,x,2,9,-1,1
Cc1occc1C(=O)NNC(=S)Nc1ccccc1C(F)(F)F,1,-12,1.0,1,-13,1.5,-5,-12,14,-3,-1
CC(C)CNS(=O)(=O)c1ccc(CCC(=O)N2CCN(c3ccc(F)cc3)CC2)cc1,4,19,-0.4,-15,7,1.5,-2,-4,-1,-3,-3
c1ccc(OCc2noc(CN3CCC(C4CCCCC4)C3)n2)cc1 (centres undefined),-5,49,-0.4,-7,-5,0.2,-2,-6,3,-2,0
CCOc1cc(S(=O)(=O)NCc2ccncc2)ccc1Cl,x,2,0.2,-2,x,1.1,-9,-14,-4,1,-1
COc1ccc(C(=O)N/C(=C/c2cccnc2)C(=O)NCc2ccco2)cc1OC,3,14,0.3,-4,-1,3.0,0,-14,-7,2,-1
COC1C=COC2(C)Oc3c(C)c(O)c4c(O)c(c(CN5CCN(C)CC5)c(O)c4c3C2=O)NC(=O)C(C)=CC=CC(C)C(O)C(C)C(O)C(C)C(OC(C)=O)C1C (centres undefined),-2,x,6.7,0,-4,-0.4,-4,3,-13,1,8
CCC(C)[C@H](NC(=O)N1CC(=O)Nc2ccccc21)C(=O)N[C@@H](Cc1c[nH]c2ccccc12)C(=O)O (some centres undefined),3,-6,0.2,6,0,-1.1,8,-7,-1,-5,x

# Screening results from PubChem.
